Cardiac RTF inh: cardiac RTF calcium desensitization | P19429+P45379 | IANBD-labeled cardiac RTF, Ca2+ fluorescence | inhibition, % at 7.15 µM | 340,000 tested, 0.12% active | AID 493244;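 active means inhibition above the mean inhibition of all tested compounds plus 3 SD, cut at about 17% in these data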;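 further: assay run at fixed EC70 calcium of 1.6 mM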
OPRM1-OPRD1 inv: mu-delta opioid heterodimer inverse agonism. inhibition, % at 9.3 µM. P35372+P41143. cell-based MOR-DOR heterodimer luminescence. 340,000 tested, 0.21% active; in the data active means inhibition above about 22%, passing the limit was not always enough;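 further: 0% = cells with DMSO and 100% = wells without cells with DMSO; values of inactives mirror those of a sister screen read the other way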
Target sequence (P35372 whole entry, looked up): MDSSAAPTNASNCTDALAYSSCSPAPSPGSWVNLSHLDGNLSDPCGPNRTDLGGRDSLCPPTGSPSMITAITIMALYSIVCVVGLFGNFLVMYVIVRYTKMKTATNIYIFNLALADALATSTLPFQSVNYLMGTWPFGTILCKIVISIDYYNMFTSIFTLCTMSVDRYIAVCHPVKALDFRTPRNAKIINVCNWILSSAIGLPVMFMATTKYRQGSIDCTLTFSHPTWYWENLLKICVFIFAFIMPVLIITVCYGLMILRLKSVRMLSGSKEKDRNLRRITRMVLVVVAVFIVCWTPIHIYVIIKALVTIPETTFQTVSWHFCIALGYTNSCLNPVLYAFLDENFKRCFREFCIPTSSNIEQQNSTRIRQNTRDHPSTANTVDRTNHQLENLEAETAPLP
Target sequence (P41143 whole entry, looked up): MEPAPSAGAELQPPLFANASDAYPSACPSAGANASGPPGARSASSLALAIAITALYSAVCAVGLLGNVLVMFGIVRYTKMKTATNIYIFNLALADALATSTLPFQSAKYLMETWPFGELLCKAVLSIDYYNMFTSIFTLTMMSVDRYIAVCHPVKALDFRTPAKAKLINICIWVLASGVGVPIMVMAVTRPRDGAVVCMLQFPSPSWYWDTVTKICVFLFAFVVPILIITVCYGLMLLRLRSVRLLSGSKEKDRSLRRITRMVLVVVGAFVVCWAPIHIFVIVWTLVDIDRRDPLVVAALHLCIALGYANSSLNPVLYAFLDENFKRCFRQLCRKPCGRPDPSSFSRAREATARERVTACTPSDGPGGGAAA
CAL PDZ FP: CAL PDZ (human) peptide binding inhibition | Q9HD26 | purified CAL PDZ, TMR-peptide fluorescence polarization, 1 h | inhibition, % at 24.9 µM | 300,000 tested, 0.92% active;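 active means mean inhibition of at least 30% with at least half of replicates also reaching 30%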;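 further: 0% = DMSO neutral control and 100% = excess unlabeled competitor peptide PRC23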
HTR5A inv ctr: HTR5A inverse agonism, opioid heterodimer counter-screen | AID 504634 | P47898 | HTR5A cell line, luminescence | 340,000 tested, 0.083% active | inhibition, % at 9.3 µM; in the data active means inhibition mostly above about 23%, no sharp cut-off; inactive means mostly below about 18%;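 further: 0% = cells with DMSO and 100% = no-cell wells with DMSO; some compounds called inactive have numbers as strong as hits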
V-ATPase pHluor: yeast V-ATPase proton transport regulation by pHLuorin; response, % at 10 µM; S. cerevisiae, pHLuorin cytosolic pH fluorescence; 350,000 tested, 0.37% active; in the data active means response mostly above about 7.3%, no sharp cut-off; inactive means mostly below about 5.4%; further: actives read high; inactives centre near 0; some compounds called inactive have numbers as strong as hits; reference of the scale not given here
Keap1-Nrf2 PPI: inhibitors of human Keap1-Nrf2 protein-protein interaction. Keap1 Kelch-Nrf2 peptide fluorescence polarization, 1536-well. inhibition, % at 9.4 µM. 340,000 tested, 0.15% active; in the data active means inhibition above about 12%;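 further: human Keap1 Kelch domain with fluorescein labeled Nrf2 9mer peptide probe; 0% = neutral control wells and 100% = peptide positive control; higher means more block of Keap1 binding to Nrf2 peptide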
OPRM1-OPRD1 ag: agonists of human mu-delta opioid receptor heterodimerization | cells, OPRM1-OPRD1 heterodimerization, luminescence | AID 504326 | 340,000 tested, 0.3% active | P35372+P41143 | activation, % at 9.3 µM; in the data active means activation above about 18%;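 further: 0% = vehicle-treated cells and 100% = reference agonist; values of inactives mirror those of a sister screen read the other way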
C-LANA FP: blocks KSHV LANA C-terminal domain binding to DNA; MBP-C-LANA/FAM-LBS DNA binding, fluorescence polarization; inhibition, % at 9 µM; 340,000 tested, 0.078% active;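 active means highest replicate inhibition at or above 60% at 9 µM, even if other replicates fall short; inactive means all replicates below 60% inhibition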;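 further: 0% = neutral control wells and 100% = 4 µM acridine orange control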
cardiac RTF act: cardiac RTF calcium sensitization | IANBD-labeled TnC RTF fluorescence at EC20 calcium; 0% EC20 calcium, 100% full calcium | 340,000 tested, 0.24% active | activation, % at 7.2 µM | P19429+P45379;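 active means activation above the mean over all tested compounds plus 3 SD, cut at about 30% in these data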;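 further: rise in fluorescence read as greater calcium sensitivity of cardiac thin filaments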
HTR5A ag: HTR5A agonism, opioid heterodimer counter-screen; P47898; HTR5A agonist assay, luminescence, cell-based; activation, % at 9.3 µM; 340,000 tested, 0.61% active; AID 504692; in the data active means activation mostly above about 9.5%, no sharp cut-off; inactive means mostly below about 7.6%;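 further: 0% = cells with vehicle only and 100% = reference agonist; strong numbers were not always called active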
* marks the source's active call; other numbers are inactive results; nt = no result given.

SMILES	Cardiac RTF inh	OPRM1-OPRD1 inv	CAL PDZ FP	HTR5A inv ctr	V-ATPase pHluor	Keap1-Nrf2 PPI	OPRM1-OPRD1 ag	C-LANA FP	cardiac RTF act	HTR5A ag
CC(c1ccccc1)C(OC(=O)c1cccc([N+](=O)[O-])c1C(=O)O)c1ccccc1 (stereo unspecified)	-7	18	-3	-1	-2	4	-3.7	1.0	-4	0
Cn1c(N)c(C(=O)COC(=O)C2CC(O)CN2S(=O)(=O)c2ccc(Cl)cc2)c(=O)n(C)c1=O (stereo unspecified)	6	14	-5	-19	1	1	-2.6	0.4	11	7
O=C(Oc1ccccc1N1C(=O)C2CC=CCC2C1=O)c1ccc(Br)cc1 (stereo unspecified)	6	3	-5	-36	-1	-2	-0.6	0.6	-7	3
O=C(CCn1cccn1)Nc1ccc2c(c1)OCO2	-12	0	-3	7	5	-3	-0.1	1.0	-1	-2
O=C(c1ccco1)N1CCN(C(=O)c2sccc2-c2ccccc2)CC1	-12	7	0	3	0	0	-1.3	0.3	3	-1
CCN(CCNC(=O)c1ccc2nc(-c3ccccc3NC(C)=O)c(=O)[nH]c2c1)c1ccccc1	-9	3	nt	-8	2	2	-0.5	0.4	-1	3
O=C(OCc1ccc(F)cc1)c1cc(=O)c2ccccc2o1	-30	-5	0	-3	-3	0	0.9	-0.9	-5	1
Cc1cc(-c2ccc(C(C)C)c(S(=O)(=O)N3CCN(c4ccccn4)CC3)c2)on1	-1	0	-3	4	-4	3	0.0	-0.3	-10	-1
Cc1sc(NC(=O)CSc2nnc(CCNC(=O)c3cccs3)n2C)nc1-c1ccccc1	-8	7	-1	-26	1	-2	-1.4	0.7	1	-1
O=C(c1ccc(S(=O)(=O)N2CCCCCC2)cc1)N1CCN(c2ccccc2)CC1	-5	8	0	-1	5	4	-1.3	3.6	8	0
O=C(Cc1ccc(-c2ccccc2)cc1)NCc1ccccc1	-13	8	2	20	1	1	-1.4	0.5	3	4
CC(C)[N+](C)(CCOC(=O)C1c2ccccc2Oc2ccccc21)C(C)C	14	6	-2	12	3	-6	-1.1	-1.5	8	1
CCc1ccccc1NC(=O)c1ccc(Cn2cc([N+](=O)[O-])cn2)cc1	2	7	-2	-45	4	-1	-1.2	-0.1	3	1
COc1cccc2sc(Nc3nnc(-c4cccs4)o3)nc12	5	22	-6	13	-4	-7	-4.0	0.5	7	-3
OCC1OC(n2cnc3c(SCc4ccccc4)nc(F)nc32)C(O)C1O (stereo unspecified)	5	5	-4	0	-4	-7	-0.9	-0.5	-3	0
COc1ccc(S(=O)(=O)N2CCN(Cc3ccc(OC)c(OC)c3)CC2)cc1	2	-1	0	-13	0	-3	0.2	-1.2	1	5
COc1ccc(C(=O)N/N=c2\oc3ccccc3cc2C(N)=O)cc1	-2	7	2	-3	2	-1	-1.4	-0.1	4	1
C[C@]12c3[nH]c4ccccc4c3CCN1C(=O)C(CC(=O)NCCCn1ccnc1)C[C@@H]2C(=O)N1CCCCC1 (stereo partly specified)	1	4	3	9	-2	3	-0.8	0.9	-9	-3
Cc1cc(S(=O)(=O)Nc2ccc3ccccc3c2)c(C)s1	-3	-62	nt	-8	2	0	11	0.2	0	-1
CC(C)c1c(C(=O)N/N=C/c2ccccc2OCc2c(F)cccc2Cl)nnn1-c1nonc1N	3	-8	-3	-9	1	3	1.5	-0.4	-2	6
CCN(CC)S(=O)(=O)c1ccc(NCC2COc3ccccc3O2)c([N+](=O)[O-])c1 (stereo unspecified)	-10	1	0	1	-2	-1	-0.2	-0.1	-2	0
CC(=O)Nc1c(C(=O)N2CCN(c3ccccn3)CC2)cnn1-c1ccc(C)cc1	-12	12	-5	0	-5	-8	-1.9	1.0	6	-2
O=c1cc(CNC2CCCCC2)c2ccccc2[nH]1	-12	8	-2	-3	-5	-2	-1.5	1.1	5	-2
COc1ccc(NC(=O)c2nc[nH]c2C(=O)N[C@@H](C)C(=O)OC(C)(C)C)cc1	-3	-4	-2	3	5	3	0.8	3.9	-1	4
O=C(Nc1cccc(C(=O)Nc2ccccc2F)c1)c1ccccc1	-7	-65	-2	-7	-2	-9	12	-0.7	2	0
CC1CCCCC1NS(=O)(=O)c1ccc(S(=O)(=O)N2CCN(CCC#N)CC2)cc1 (stereo unspecified)	-5	7	5	-6	-2	-5	-1.3	-4.1	4	2
Cc1c(Cl)cc(-n2cnnn2)cc1[N+](=O)[O-]	-2	-11	-3	6	4	0	2.0	0.3	5	-1
Cc1ccc(NC(=O)c2ccc(NCCCN3CCOCC3)c([N+](=O)[O-])c2)cc1Cl	2	10	-1	6	-4	-3	-2.1	-0.7	-5	5
Cc1nc(N)c(C#N)c(-c2cccnc2)c1-c1ccccc1	-2	13	-4	4	1	-6	-2.9	-1.1	3	-1
Cc1cccc(C)c1OCC(=O)N/N=C/c1cc2c(cc1[N+](=O)[O-])OCO2	-8	3	-2	-12	-1	-2	-0.5	-0.5	1	-4
CCOC(=O)c1ccc([N+](=O)[O-])c(CS(=O)(=O)c2ccc(Cl)cc2)c1	-4	-12	1	-15	1	4	2.6	-3.6	-2	4
COc1cccc(N(C(=O)C2CSC(=O)C2)C(C(=O)NC(C)(C)C)c2ccncc2)c1 (stereo unspecified)	-8	4	nt	-14	-1	-3	-0.8	-0.4	2	-4
O=[N+]([O-])c1ccc(OCC(O)CNCCNc2nccc(C(F)(F)F)n2)cc1 (stereo unspecified)	-2	-6	-4	1	0	-3	1.1	-1.0	14	-1
Cc1cc(C)c2nc(N3CCOCC3)c(C#N)cc2c1	-7	12	nt	7	-2	-3	-2.3	-0.1	7	-3
CCO/N=C/C(=O)Nc1ccc(F)cc1F	5	10	1	-9	-9	4	-2.0	-0.3	-3	3
Cn1cc(CN2CCC(n3nccc3NC(=O)c3ccccc3Cl)CC2)cn1	-7	13	-8	5	2	0	-2.4	0.5	-1	-2
COc1ccc2[nH]cc(CCNS(=O)(=O)c3ccc(F)cc3)c2c1	2	19	0	1	6	0	-3.7	-0.1	-2	0
Cn1nnnc1SC(C(=O)Nc1cccc(C(F)(F)F)c1)c1ccccc1 (stereo unspecified)	-18	-37	-4	3	-3	4	7.0	0.5	-2	-1
COc1ccc2oc(C(=O)OCC(=O)NCCc3ccc(S(N)(=O)=O)cc3)c(C)c2c1	-3	7	-1	-14	-2	2	-1.6	0.6	-1	6
Cc1onc(C(=O)NC2CCCCC2)c1[N+](=O)[O-]	-4	17	-3	9	-4	-2	-3.2	1.5	-2	7
CSC1=NCCN1C(=O)c1cccs1	0	5	3	-9	-1	-1	-1.0	-4.0	2	3
CNC(=S)N/N=C/c1cccc(OCc2ccccc2F)c1	-18	-19	-2	-6	0	-3	3.1	0.9	7	2
CC1CCCC(=NNc2ccc3ccccc3n2)C1 (stereo unspecified)	-4	18	2	5	3	0	-3.6	-2.3	-7	-1
Cc1ccc(C)c(C(=O)Nc2nc3ccccc3[nH]2)c1	5	-42	0	2	1	-3	6.7	-0.4	-3	2
CC(=O)c1cc(F)ccc1OCC(=O)Nc1ccc2c(c1)OCO2	1	7	5	18	-2	-2	-1.9	0.5	5	-3
Cc1cccc(C)c1-n1c(C)nn(-c2ncc(C(F)(F)F)cc2Cl)c1=O	-15	-19	7	3	7	-5	3.9	0.0	18	-1
COc1ccc(CCNC(=O)C(=O)Nc2ccc3c(c2)OCCO3)cc1OC	-2	-4	-2	16	-3	1	0.8	-0.2	7	-6
CCOc1ccc(S(=O)(=O)n2cnc3ccccc32)cc1	3	15	0	5	2	2	-2.7	-2.0	-6	-1
COc1cccc(NC2=CC(=O)CC(C)(C)C2)c1	0	15	-4	3	-5	-2	-2.7	-0.8	5	6
Cc1c(NC(=O)[C@@H](NC(=O)c2ccc(Cl)c([N+](=O)[O-])c2)C(C)C)c(=O)n(-c2ccccc2)n1C	-11	0	0	2	-1	2	0.0	0.8	4	0
(listing goes on)
SMILES	Cardiac RTF inh	OPRM1-OPRD1 inv	CAL PDZ FP	HTR5A inv ctr	V-ATPase pHluor	Keap1-Nrf2 PPI	OPRM1-OPRD1 ag	C-LANA FP	cardiac RTF act	HTR5A ag
C#CCN1C(=O)C(O)(c2c(C)[nH]c3ccccc23)c2ccccc21 (stereo unspecified)	1	23	nt	-7	1	-6	-4.4	2.6	6	-6
O=C(NC1=NCCS1)c1ccccc1Cl	-7	1	3	6	2	1	-0.2	1.4	-3	-2
COc1ccc(N2C(=O)C(CC(=O)Nc3ccccc3)N(Cc3ccccn3)C2=S)cc1 (stereo unspecified)	-10	1	-9	6	-1	-3	-0.1	-1.0	2	-2
Cc1c(N(C)C(=O)c2ccco2)c(=O)n(-c2ccccc2)n1C	6	10	0	2	-2	-2	-1.5	1.8	-4	-7
COc1ccc(-n2c(Cn3c(=O)sc4ccccc43)nnc2SCC(=O)N2CCCCC2)cc1	-5	-25	-3	-8	2	1	5.1	-4.7	-1	3
O=C(C[C@H]1C/C=C\C[C@H](Cc2ccc(F)cc2)C(=O)O[C@@H](c2ccccc2)CNC1=O)NCCO	-8	-2	-5	-16	-1	-4	0.3	-1.4	1	5
CN(CC(=O)Nc1ccc(F)cc1)C(=O)c1ccccc1OCc1ccc(F)cc1	-2	8	-4	10	1	-5	-1.5	-1.8	2	0
CCOC(=O)CCNC(=O)N1CCCC(Cc2ccccc2)(C(=O)OCC)C1 (stereo unspecified)	-12	4	1	24*	0	-1	-0.7	-0.7	0	-8
CCN(CC)C(=O)CNC(=O)c1nn(-c2ccc(OC)c(Cl)c2)c(=O)c2ccccc12	-11	6	1	0	-1	-2	-1.3	-0.5	-5	0
CCOC(=O)c1cnc(-n2nc(C)cc2C)nc1NNc1cc(C)nc(-c2ccccc2)n1	-5	-3	nt	-15	6	-1	0.5	-2.4	-21	5
Cc1noc(C)c1COc1cccc(C(=O)OC(C)C#N)c1 (stereo unspecified)	-10	6	73*	21	-1	-3	-1.0	1.4	-1	-7
COc1ccc(S(=O)(=O)NCc2ccccn2)cc1NC(=O)c1ccc(Cl)cc1	-4	11	1	1	-2	1	-2.1	1.5	-2	0
O=S1(=O)[C@H]2C[C@@H]3C=C[C@@]2(CN1Cc1ccc(F)cc1)O3	-9	-12	0	-39	-3	-5	2.0	-0.8	-4	14
CN(CC(=O)Nc1ccc(Cl)c(C(F)(F)F)c1)C(=O)CNC(=O)C1CCCCC1	-1	4	12	-11	-3	0	-0.9	2.1	-2	4
O=C(CN1CCCN(S(=O)(=O)c2ccc(F)cc2)CC1)Nc1cccc(F)c1	4	-9	3	4	6	-1	1.3	-0.3	1	-1
COc1cc(OC)c(OC)cc1/C=N/NC(=O)c1cc(-c2cccn2C)n[nH]1	-9	-8	-2	-15	2	-6	1.5	0.7	1	-5

Arranged by the number under CAL PDZ FP (rising): four from the list above.
SMILES	OPRM1-OPRD1 inv	CAL PDZ FP	V-ATPase pHluor	Keap1-Nrf2 PPI	OPRM1-OPRD1 ag	C-LANA FP
OCC1OC(n2cnc3c(SCc4ccccc4)nc(F)nc32)C(O)C1O (stereo unspecified)	5	-4	-4	-7	-0.9	-0.5
O=C(c1ccco1)N1CCN(C(=O)c2sccc2-c2ccccc2)CC1	7	0	0	0	-1.3	0.3
CCOC(=O)CCNC(=O)N1CCCC(Cc2ccccc2)(C(=O)OCC)C1 (stereo unspecified)	4	1	0	-1	-0.7	-0.7
O=C(NC1=NCCS1)c1ccccc1Cl	1	3	2	1	-0.2	1.4
